# Source: PubChem (several laboratories)
# KLF5 inhibitor: kruppel-like factor 5 inhibition | inhibition, % at 5 µM | 290,000 tested, 0.23% active | AID 1700 | DLD-1 KLF5 promoter-luciferase reporter, luminescence;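 active = inhibition above a per-plate limit of that plate's mean compound inhibition plus 3 SD, cut at about 60% in these data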;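 note: 0% = DMSO wells and 100% = LY294002 at 200 µM; higher means less KLF5 promoter-driven luciferase light; inactives centre near -14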
# aSyn 5UTR inh: MLPCN primary screen, SNCA 5' untranslated region; AID 1813; 300,000 tested, 0.82% active; alpha-synuclein 5'UTR reporter, inhibitor activity; inhibition, % (tested at 7.5 µM); in the data active = inhibition above about 60%; inconclusive = no clear call, values can overlap the other calls;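 note: H4 neuroglioblastoma cells stably carrying SNCA 5'UTR luciferase fusion; 0% = DMSO wells and 100% = positive control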
# TRPC4 potent: allosterically enhances the mouse TRPC4 cation channel; Q9QUQ5; 310,000 tested, 0.42% active; B-score at 10 µM; HEK293 TRPC4beta/mu-opioid, DAMGO EC20, Fluo-4 Ca2+ flux; active compounds read high;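 active = B-score of calcium response area above 5 SD of library B-scores, with initial fluorescence ratio within 5 SD of library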;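 note: B-score of integrated fluorescence ratio over time as area under calcium response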
# TRPC6 inh: blocks the mouse TRPC6 cation channel; 310,000 tested, 1.1% active; Q61143; AID 2553; HEK293-TRPC6, membrane potential dye, ACh-evoked depolarization; active compounds read low; B-score at 10 µM;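 active = B-score under library mean minus 3 SD, initial fluorescence not abnormally high, positive integrated signal ratio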;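 note: B-score derived from integrated fluorescence ratio over the kinetic read; more negative B-score means stronger inhibition of depolarization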
# Target sequence (Q61143 whole entry, looked up): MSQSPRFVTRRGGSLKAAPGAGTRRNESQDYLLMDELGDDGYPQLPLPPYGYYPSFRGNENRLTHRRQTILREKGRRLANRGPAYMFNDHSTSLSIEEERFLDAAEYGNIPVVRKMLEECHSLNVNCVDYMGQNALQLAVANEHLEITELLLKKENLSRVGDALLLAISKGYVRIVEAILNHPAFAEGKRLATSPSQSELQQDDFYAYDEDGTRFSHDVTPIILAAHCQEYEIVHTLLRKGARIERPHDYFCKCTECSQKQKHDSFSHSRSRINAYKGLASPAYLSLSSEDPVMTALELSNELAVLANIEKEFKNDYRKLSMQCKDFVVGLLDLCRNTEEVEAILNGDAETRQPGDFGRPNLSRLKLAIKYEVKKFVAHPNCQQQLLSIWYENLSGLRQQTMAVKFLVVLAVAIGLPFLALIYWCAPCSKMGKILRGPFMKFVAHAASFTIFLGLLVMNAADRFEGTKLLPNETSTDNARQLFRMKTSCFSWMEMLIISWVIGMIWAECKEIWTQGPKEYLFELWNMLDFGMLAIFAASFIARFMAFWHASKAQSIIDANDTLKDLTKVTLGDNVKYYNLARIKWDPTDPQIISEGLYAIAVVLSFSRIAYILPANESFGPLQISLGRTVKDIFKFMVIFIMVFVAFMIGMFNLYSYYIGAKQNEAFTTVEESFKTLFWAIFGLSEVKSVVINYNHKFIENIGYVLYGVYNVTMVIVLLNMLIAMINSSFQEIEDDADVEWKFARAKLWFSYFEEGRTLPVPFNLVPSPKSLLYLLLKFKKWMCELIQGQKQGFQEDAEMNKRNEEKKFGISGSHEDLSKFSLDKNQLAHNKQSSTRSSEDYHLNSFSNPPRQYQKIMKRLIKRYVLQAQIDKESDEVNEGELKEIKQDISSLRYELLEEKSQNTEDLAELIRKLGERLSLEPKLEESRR
# TRPC4 block: TRPC4 (mouse) channel inhibition | HEK293 TRPC4beta/mu-opioid, DAMGO-evoked Fluo4 calcium flux; active compounds read low | 300,000 tested, 0.39% active | AID 2247 | B-score at 10 µM;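 active = B-score over 3 SD under the library average, no early fluorescence shift, positive overall ratio signal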
#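 Material: HEK293 cells with stable TRPC4beta plus mu-opioid receptor expression / Probe or stimulus: DAMGO in two steps, submaximal then maximal / Compound: single concentration per test compound / Technique: kinetic Fluo4 fluorescence imaging of calcium influx / Read-out: per-well B score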
# TRPC4 agonist: opens the mouse TRPC4 cation channel | Q9QUQ5 | HEK293 TRPC4beta/mu-opioid, Fluo4 calcium fluorescence; active compounds read high | B-score at 10 µM | 310,000 tested, 0.49% active | AID 2237;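 active = B-score above 5 SD of library B-scores, and initial fluorescence ratio not above library mean plus 5 SD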;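 note: positive B-score marks a calcium rise read as TRPC4 activation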
#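 Material: TRPC4beta and mu-opioid receptor HEK293 stable cells | Incubation: 45 min room-temperature Fluo4 loading, 110 s read | Detection: Kinetic Fluo4 calcium fluorescence | Measure: Integrated baseline-normalised fluorescence ratio, converted to per-well B score | Benchmarks: Low control buffer alone, high control maximal DAMGO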
# IEC-6 tox: IEC-6 cytotoxicity, counter-screen for KLF5 inhibitors; luminescence viability; inhibition, % at 5 µM; 290,000 tested, 0.78% active; in the data active = inhibition above about 22%;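 note: 0% = plate median of test compound wells and 100% = cytotoxic reference compound wells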
# HIF act: HIF pathway transcriptional activation | U2OS HRE-luciferase reporter, luminescence; normalized: DMSO 0%, desferrioxamine 100% | activation, % at 7.5 µM (by protocol) | 300,000 tested, 0.32% active | AID 1910;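 active = mean activation of at least 10% of the iron chelator positive control signal, with at least half of replicates also reaching 10%; inconclusive = mean and replicate majority disagree about reaching 10%; inactive = mean and most replicates under 10%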
# SKKanGAS inh: SKKanGAS growth inhibition; 300,000 tested, 1.3% active; inhibition, % at 7.5 µM; S. pyogenes SKKanGAS, kanamycin growth, BacTiter-Glo, 6 h;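 active = mean replicate score, as percent of positive control median, at least 50; inconclusive = mean below 50 but one replicate at or above 50; inactive = mean and every replicate below 50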;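 note: strain carries kanamycin resistance gene driven by streptokinase promoter and grows in 40 µg/ml kanamycin; loss of luminescence reflects streptokinase promoter inhibition or plain growth inhibition; 0% = median of DMSO wells and 100% = positive control at its reference dose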
# MrgX1 antag: blocks BAM8-22 activation of human MrgX1 receptor; Q96LB2; MRGX1-HEK293 calcium flux, Fluo-4, BAM8-22 antagonism; active compounds read low; B-score at 10 µM; 310,000 tested, 1.3% active; AID 588676;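 active = calcium-response B-score plate-corrected more than 3 library SD below zero, starting fluorescence within 5 deviations, no agonist response on first addition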;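 note: peak minus trough fluorescence over baseline after final BAM8-22 challenge near maximal dose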
# TRPC6 activator: activators of mouse TRPC6 channel; HEK293-TRPC6 membrane potential dye fluorescence; active compounds read high; 310,000 tested, 0.13% active; B-score at 10 µM; AID 2550;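 active = B-score of the integrated fluorescence ratio above library mean plus 3 SD, and starting fluorescence ratio within library mean plus 5 SD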;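 note: higher score means more depolarization so channel activation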
# The depositor's hits bear a star; i = inactive; ? = inconclusive; . = no result given.
structure	KLF5 inhibitor	aSyn 5UTR inh	TRPC4 potent	TRPC6 inh	TRPC4 block	TRPC4 agonist	IEC-6 tox	HIF act	SKKanGAS inh	MrgX1 antag	TRPC6 activator
CN1C(=O)NC(NS(=O)(=O)c2ccc(N)cc2)(C(F)(F)F)C1=O (stereo not drawn)	15	3	i	i	i	i	1	-0.3	0	i	i
CCSC1(SCC)N=C(N)C2(C#N)C(c3ccccc3)NC3=C(CCC3)C12C#N (stereo not drawn)	-34	-35	i	i	i	i	-6	-0.3	9	i	i
O=C(c1ccc(Cl)c(NC2=NC3CS(=O)(=O)CC3S2)c1)N1CCN(c2ccccc2)CC1 (stereo not drawn)	-32	2	i	i	i	i	-4	0.0	-2	i	i
N=C1/C(=C\c2ccc(-c3cccc(Cl)c3)o2)C(=O)N=C2SC=C(c3ccccc3)N12	-11	-47	i	i	i	i	-6	-0.1	17	i	i
CCCOc1nc(C)cc(COC)c1C(N)=O	-1	-1	i	i	i	i	2	-0.2	-16	i	i
Cc1nc(C(=O)Nc2ccccc2Cl)cc2c1[nH]c1ccccc12	12	-39	i	i	i	i	1	2.2	-13	i	i
COC(=O)c1cc2n(n1)CCN(Cc1ccc(F)cc1)C2=O	-15	19	i	i	i	i	-4	-0.4	1	i	i
CCOc1ccc(C(=S)N2CCOCC2)cc1OCC	-31	-19	i	i	i	i	5	-0.3	0	i	i
CC(NC(=O)C(=O)c1cn(CC(=O)N2CCOCC2)c2ccccc12)c1ccccc1 (stereo not drawn)	-13	-10	i	i	i	i	-8	-0.4	1	i	i
O=C(c1ccccc1)N1CCN(c2ccc(N3CCOCC3)nn2)CC1	.	3	i	i	i	i	.	-0.6	0	i	i
Cc1onc(-c2ccccc2)c1C(=O)Nc1nncs1	-14	7	i	i	i	i	-2	1.1	5	i	i
O=C(c1ccccc1)N1CCN(C(=O)c2cc3nc(-c4ccccc4)cc(C(F)(F)F)n3n2)CC1	12	36	i	i	i	i	3	-0.4	10	i	i
CCOC(=O)c1cc(-c2cc3ccccc3o2)n[nH]1	-16	-17	i	i	i	i	-2	-4.1	-3	i	i
c1ccc(OCCCn2nnc(-c3ccncc3)n2)cc1	-16	33	i	i	i	i	-2	0.1	4	i	i
O=C(Nc1ccccc1C(=O)NCCN1CCOCC1)c1cccc([N+](=O)[O-])c1	-17	4	i	i	i	i	3	0.3	-8	i	i
CCCCC(=O)NC(=S)NNC(=O)CCc1ccccc1	-23	10	i	i	i	i	5	.	76*	i	i

# Shown with each value named: part of the list above
COC(=O)c1cc2n(n1)CCN(Cc1ccc(F)cc1)C2=O
- KLF5 inhibitor: -15
- aSyn 5UTR inh: 19
- TRPC4 potent: i
- TRPC6 inh: i
- TRPC4 block: i
- TRPC4 agonist: i
- IEC-6 tox: -4
- HIF act: -0.4
- SKKanGAS inh: 1
- MrgX1 antag: i
- TRPC6 activator: i
Cc1nc(C(=O)Nc2ccccc2Cl)cc2c1[nH]c1ccccc12
- KLF5 inhibitor: 12
- aSyn 5UTR inh: -39
- TRPC4 potent: i
- TRPC6 inh: i
- TRPC4 block: i
- TRPC4 agonist: i
- IEC-6 tox: 1
- HIF act: 2.2
- SKKanGAS inh: -13
- MrgX1 antag: i
- TRPC6 activator: i
CC(NC(=O)C(=O)c1cn(CC(=O)N2CCOCC2)c2ccccc12)c1ccccc1 (stereo not drawn)
- KLF5 inhibitor: -13
- aSyn 5UTR inh: -10
- TRPC4 potent: i
- TRPC6 inh: i
- TRPC4 block: i
- TRPC4 agonist: i
- IEC-6 tox: -8
- HIF act: -0.4
- SKKanGAS inh: 1
- MrgX1 antag: i
- TRPC6 activator: i

# Next compounds
structure	KLF5 inhibitor	aSyn 5UTR inh	TRPC4 potent	TRPC6 inh	TRPC4 block	TRPC4 agonist	IEC-6 tox	HIF act	SKKanGAS inh	MrgX1 antag	TRPC6 activator
Cn1c(=O)[nH]c(=O)c2c1nc(N1CCN(Cc3ccccc3)CC1)n2CCCc1ccccc1	-20	0	i	i	i	i	2	0.1	-7	i	i
COCc1c(C(=O)N/N=C(\C)c2ccncc2)nnn1-c1nonc1N	-32	5	i	i	i	i	5	-0.4	-3	i	i
Cc1ccc(OCc2nc3c4c(ncn3n2)-c2ccccc2CC42CCCC2)cc1	18	11	i	i	i	i	-4	-0.1	-4	i	i
CC(=O)Nc1ccc(S(=O)(=O)N2CCN(Cc3nc4sc(C)c(C)c4c(=O)[nH]3)CC2)cc1	-29	11	i	i	i	i	-3	-0.7	2	i	i
CC(=O)c1sc(NC(=O)C2CCN(C(=O)c3ccc(F)cc3)CC2)nc1-c1ccccc1	.	23	i	i	i	i	.	0.4	-12	i	i
CC(C)OC(=O)C1CC(C)(O)C(=O)C(C(=O)OC(C)C)C1c1ccc([N+](=O)[O-])cc1 (stereo not drawn)	-29	25	i	i	i	i	-2	0.9	17	i	i
COc1ccc(S(=O)(=O)N2CCN(C(=O)CCC3CCCC3)CC2)cc1	-29	6	i	i	i	i	4	-1.2	-4	i	i
S=C(NCc1ccco1)Nc1ccc(Cl)cn1	2	16	i	i	i	i	11	-0.3	-2	i	i
CC1CN(C(=O)COC(=O)c2ccc(C#N)cc2)CC(C)O1 (stereo not drawn)	-33	-5	i	i	i	i	-3	-0.2	16	i	i
Cc1ccc(C(=O)N2CCC3(CC2)Oc2ccc(F)cc2C(=O)C32CC(c3ccc(Cl)cc3)=NO2)s1 (stereo not drawn)	.	22	i	i	i	i	.	-0.3	5	i	i
COc1cc2ccccc2cc1C(=O)N(CCN(C)C)c1nc2c(F)cccc2s1	-12	33	i	i	i	i	-6	0.6	0	i	i
O=C(O)c1ccc2ccc3ccccc3c2c1	.	11	i	i	i	i	.	0.1	-6	i	i
Cc1ccc(CN(C(=O)c2sc3ccccc3c2Cl)C2CCS(=O)(=O)C2)cc1 (stereo not drawn)	-7	11	i	i	i	i	2	-0.7	-11	i	i
O=C1Cc2ccccc2C(=O)N1OCc1ccc(Cl)cc1Cl	7	-12	i	i	i	i	4	0.2	-8	i	i
Cc1ccc2c(c1)N/C(=C(\C=C(/Cl)[N+](=O)[O-])[N+](=O)[O-])N2	-33	-19	i	i	i	i	-10	0.6	28	i	i
Cc1cc(Nc2ccc(C)c(F)c2)n2ncnc2n1	0	7	i	i	i	i	6	0.1	-1	i	i
CCN(CC(=O)NCc1cccnc1)S(=O)(=O)c1ccc(OC)cc1	4	5	i	i	i	i	4	1.1	-1	i	i
CC(C)CCN(C(=O)Cc1ccc(Cl)c(Cl)c1)c1c(N)n(Cc2ccccc2)c(=O)[nH]c1=O	-9	49	i	i	i	i	-2	-1.6	5	i	i
O=C(c1cccnc1)n1nc(-c2ccco2)nc1NCc1cccs1	-32	-44	i	i	i	i	3	1.0	-10	.	i
COc1cccc(NC(=O)CN(C)C(=O)c2cccnc2Sc2ccc(C)c(C)c2)c1	.	12	i	i	i	i	.	-0.2	-7	-7.2*	i
COc1ccc(C2C(=O)N(C3CCCCCC3)CC(=O)N2Cc2ccccc2)cc1OC (stereo not drawn)	-18	2	i	i	i	i	-5	0.1	1	i	i
O=S(=O)(Cc1ccccc1)N(O)c1ccccc1	-17	9	i	i	i	i	6	-2.2	0	i	i
CC1(C)CC(NC(=O)c2cc(COc3cccc(C(F)(F)F)c3)on2)CCO1 (stereo not drawn)	-71	-93	i	i	-6*	i	-2	5.1	-4	i	i
COc1cccc(CNC(=O)CCNS(=O)(=O)c2cccc3nsnc23)c1	-8	-9	i	i	i	i	7	0.3	-2	i	i
O=C(NN1CCOCC1)c1ccc(Cl)c(Cl)c1	-25	0	i	i	i	i	-8	-0.4	-3	i	i
NC(=O)C1(N2CCCCC2)CCN(C(=S)Nc2ccc(F)cc2)CC1	-22	0	i	i	i	i	0	-0.2	0	i	i
O=[N+]([O-])c1cc([N+](=O)[O-])c(Oc2cccc(Cl)c2Cl)cc1NN1CCCCC1	-23	?	i	i	i	i	-5	-0.7	12	i	i
Nc1cccc2c(O)cccc12	.	16	i	i	i	i	.	-2.3	7	i	i
COc1ccccc1C(=O)NC(=O)COC(=O)CNC(=O)c1ccccc1	.	-2	i	i	i	i	.	-0.2	-4	i	i
C=C(C)C(=O)Nc1ccc(NC(C)C)cc1	-27	-44	i	i	i	i	-8	-16	-4	i	i
COc1ccc(N(C(=O)C(C)C)S(=O)(=O)c2cccc([N+](=O)[O-])c2)cc1	3	-12	i	i	i	i	2	-0.9	-1	i	i
CN(C)S(=O)(=O)c1cccc(NC(=O)c2ccc(S(=O)(=O)N3CCCC3)cc2)c1	.	19	i	i	i	i	.	-0.4	-14	i	i
CC(=O)NCCc1cc2ccc(C)cc2[nH]c1=O	1	-11	i	i	i	i	-6	0.0	-1	i	i
COc1ccc(NC(=O)CSCc2cc(=O)n3c(C)csc3n2)cc1	-10	-1	i	i	i	i	-1	0.2	-2	i	i
CCCCCCCCSc1nnc2[nH]c(=O)cc(N)n12	-1	-12	i	i	i	i	7	-0.9	1	i	i
Cc1ccc(N2CN=C(c3ccccc3)NC2=S)cc1	-154	-113	i	i	i	i	4	2.9	0	i	i
CCCN1C2CCCC1CC(NC(=O)Nc1ccc(C(C)C)cc1)C2 (stereo not drawn)	-3	2	i	i	i	i	1	-0.2	-12	i	i
O=C(Nc1ccon1)c1ccc(F)c(S(=O)(=O)N2CCCCC2)c1	7	3	i	i	i	i	7	0.3	34	i	i
Cc1ccc(Nc2nnc(SCC(=O)c3cc4ccccc4o3)s2)cc1C	-29	-46	i	i	i	i	3	0.9	-2	i	i
N#Cc1cnn(-c2ccccc2)c1N	-30	6	i	i	i	i	-5	-0.4	2	i	i
CC(C)CC(NC(N)=O)C(=O)OCC(=O)NC(=O)NC1CCCC1 (stereo not drawn)	18	6	i	i	i	i	-5	-1.3	0	i	i
CCc1ccc(NC(=O)C(C)OC(=O)c2cccc(S(=O)(=O)N3CCc4ccccc4C3)c2)cc1 (stereo not drawn)	-24	1	i	i	i	i	3	0.5	-7	i	i
COc1cc([N+](=O)[O-])ccc1NC(=S)N1CCN(c2ccccn2)CC1	-3	-16	i	i	i	i	4	-1.1	5	-5.9*	i
CCOc1cc(/C=C2\C(=O)ON=C2c2ccccc2)cc(Br)c1O	-38	-1	i	i	i	i	-4	-0.7	9	i	17*
COc1ccc(C(C)(C)C)cc1NC(=O)COC(=O)c1ncc(Cl)c(Cl)c1Cl	-9	-1	i	i	i	i	-3	-0.7	6	i	i

# The order is random (roughly 5.8% active in at least one column).
